FLuc counter: counter-screen for miR-21 project: firefly luciferase inhibitors or activators | purified FLuc, Km substrates, luminescence inhibition | Potency, µM (doses to about 57.5 µM), for inactives: top-dose activity change, negative = inhibition, actives largely listed as inhibitors | 360,000 tested, 6.9% active;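 further: potency means the concentration at half of the fitted maximal effect; plate controls were vehicle for no effect and reference inhibitor for full effect; nearly all actives have a fitted effect of over 55% in size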
Target sequence (P08659 whole entry, looked up): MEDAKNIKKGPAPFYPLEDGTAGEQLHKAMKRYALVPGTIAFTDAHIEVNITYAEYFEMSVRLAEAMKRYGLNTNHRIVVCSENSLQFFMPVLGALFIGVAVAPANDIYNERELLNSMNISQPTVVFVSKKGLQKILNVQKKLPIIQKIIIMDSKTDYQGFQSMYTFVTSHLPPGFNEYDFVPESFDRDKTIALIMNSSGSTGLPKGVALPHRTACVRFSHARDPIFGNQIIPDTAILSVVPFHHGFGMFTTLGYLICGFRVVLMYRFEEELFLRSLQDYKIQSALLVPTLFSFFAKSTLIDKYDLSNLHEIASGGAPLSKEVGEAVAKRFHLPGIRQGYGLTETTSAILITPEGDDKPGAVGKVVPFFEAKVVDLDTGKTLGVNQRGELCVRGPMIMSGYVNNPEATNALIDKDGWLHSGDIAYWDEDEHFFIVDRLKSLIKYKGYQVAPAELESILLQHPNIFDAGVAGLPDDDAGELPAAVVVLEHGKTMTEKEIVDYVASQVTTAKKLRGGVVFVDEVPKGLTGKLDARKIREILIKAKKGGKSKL
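Biochemical qHTS of compounds, final roughly 60 µM downward over six points, against 10 nM purified firefly luciferase using Km concentrations of substrates (10 uM D-luciferin, 10 uM ATP) in Tris acetate pH 7.5 buffer; luminescence output.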
ELG1 genotoxic: induces genotoxicity in HEK293T cells with luciferase-tagged ELG1; HEK293T ELG1-luciferase reporter, luminescence, 16 h; Potency, µM (series often up to 46 µM), without a hit: top-dose activity change, positive = activation, hits mostly activators; 330,000 tested, 1.3% active; AID 504466; further: potency means the concentration at half of the fitted maximal effect; % of control where 0% means no effect; nearly all actives have a fitted effect of over 60% in size
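Genotoxic stress is detected as increased luminescence from luciferase-tagged ELG1 in HEK293T cells, measured with ONE-Glo after a 16 hr treatment at 37 °C.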
Rab9 prom act: activates the Rab9 promoter; Huh7 Rab9 promoter-luciferase reporter, luminescence, 24 h; Potency, µM (doses to about 9.22 µM), for the others: top-dose activation, negative = inhibition, usual class: activators; 320,000 tested, 2.8% active; AID 485297; further: potency means the concentration at half of the fitted maximal effect; % of control where 0% means no effect; nearly all actives have a fitted effect of over 60% in size
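Huh7 reporter line, Rab9 promoter upstream of luciferase. Compound exposure 24 h at 37 °C in reduced-serum medium with 10% FBS. Read-out: luminescence.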
NPC1 promoter act: NPC1 promoter activation | Huh7 NPC1 promoter luciferase reporter, 24 h | Potency, µM (titrated, usually from 9.22 µM), without a hit: top-dose activation, hits mostly activators | 320,000 tested, 2.4% active | AID 485313;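 further: potency means the concentration at half of the fitted maximal effect; % of control where 0% means no effect; nearly all actives have a fitted effect of over 60% in size; reporter is driven by a mutant NPC1 promoter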
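Luminescence from an NPC1 promoter-driven luciferase reporter in stably transfected Huh7 cells was measured after 24 h compound treatment at 37 °C, followed by 10 min ambient incubation with luciferase detection reagent.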
p53 reactivator: mutant p53 re-activation in reporter cells; H1299 p53-A138V BP100-luciferase reporter, luminescence, 24 h; 320,000 tested, 0.063% active; Potency, µM (doses to about 92.2 µM), for the others: top-dose activity change, positive = activation, hits mostly activators; further: potency means the concentration at half of the fitted maximal effect; % of control where 0% means no effect; nearly all actives have a fitted effect of over 45% in size
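H1299 (p53-null), stable ts p53-A138V + BP100-Luc; 1000 cells/well, Opti-MEM/10% FBS; cpd 4 pt, 1:5; 24 h, 37 deg C, 5% CO2; detection reagent 10 min RT; luminescence.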
Tb PFK inh: T. brucei PFK enzyme inhibition | O15648 | T. brucei PFK, ADP-Glo luminescence | Potency, µM (top dose mostly 57.5 µM), for the others: at the top dose activity, negative = inhibition, actives largely listed as inhibitors | 330,000 tested, 0.17% active;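 further: potency means the concentration at half of the fitted maximal effect; 0% = uninhibited 1x PFK enzyme wells and -100% = no-enzyme wells; nearly all actives have a fitted effect of over 60% in size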
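PFK 1.25 nM, F6P 0.5 mM, ATP 0.1 mM, 0.1 M TEA pH 8.0, 5 mM MgCl2, 0.01% Tween20, 0.1% BSA; 45 min RT. ADP-Glo readout. qHTS titration up to 57 uM; curves fitted, compounds curve-classed.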
TRPV1 ag: agonists of human vanilloid receptor 1 (TRPV1) | Q8NER1 | TRPV1-expressing cells, Fluo-8 calcium influx, agonist mode | activation, % at 8.33 µM | 320,000 tested, 0.19% active; in the data active means activation above about 80%; inconclusive means between about 30% and that limit; further: 0% is about no effect
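Cells expressing TRPV1 were dye-loaded with Fluo-8 and read kinetically: 10 s baseline, 3 min after compound (agonist portion), then 2 min after EC20 capsaicin (allosteric enhancer portion). Calcium-bound dye fluorescence at 480/520 nm.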
BRCA1 expr act: activators of BRCA1 expression; AID 624202; MCF7-BRCA1-FFLuc reporter, luminescence, 48 h; response scale: scaled: vehicle 0%, 10 µM genistein 100%; Potency, µM (top dose mostly 46.1 µM), for inactives: top-dose activation, actives largely listed as activators; 380,000 tested, 1.1% active; further: potency means the concentration at half of the fitted maximal effect; nearly all actives have a fitted effect of over 80% in size; some results filed as inactive show a strong effect at the top dose
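Reporter cells (MCF7, BRCA1 promoter-firefly luciferase) received library compounds across a concentration series for 48 h. End-point luminescence was measured and concentration-effect curves derived after normalization.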
RORg inh: ROR gamma (mouse) transcription inhibition; Drosophila S2 Gal4-RORgamma UAS-luciferase reporter, 20 h; Potency, µM (highest dose often 53.6 µM), for inactives: top-dose activity change, negative = inhibition, actives largely listed as inhibitors; 310,000 tested, 5.4% active; AID 2551; further: potency means the concentration at half of the fitted maximal effect; on the % scale 0 is the no-effect control and ±100 the full control effect; nearly all actives have a fitted effect of over 60% in size
Target sequence (P51450 whole entry, looked up, the tested form may be a part): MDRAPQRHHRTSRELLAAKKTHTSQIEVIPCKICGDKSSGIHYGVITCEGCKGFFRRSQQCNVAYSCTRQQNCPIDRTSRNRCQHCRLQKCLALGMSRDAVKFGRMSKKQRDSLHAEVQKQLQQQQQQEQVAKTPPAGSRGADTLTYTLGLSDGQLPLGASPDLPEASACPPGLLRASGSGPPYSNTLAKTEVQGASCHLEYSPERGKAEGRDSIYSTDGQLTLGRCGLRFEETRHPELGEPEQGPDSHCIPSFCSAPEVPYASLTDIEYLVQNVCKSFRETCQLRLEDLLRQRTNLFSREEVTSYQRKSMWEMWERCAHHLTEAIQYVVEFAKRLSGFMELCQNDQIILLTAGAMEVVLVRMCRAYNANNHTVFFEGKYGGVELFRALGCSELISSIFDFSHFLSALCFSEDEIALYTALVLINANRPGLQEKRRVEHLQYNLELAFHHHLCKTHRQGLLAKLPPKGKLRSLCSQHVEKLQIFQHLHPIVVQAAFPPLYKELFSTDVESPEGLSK
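A Gal4/UAS one-hybrid system in insect cells: metallothionein-promoter Gal4–ROR gamma fusion plus Photinus luciferase reporter. Copper sulfate 700 uM final, 20 hr ambient incubation, luminescent detection after 10 min with reagent.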
ELG1 repair inh: ELG1-dependent DNA repair inhibition; 330,000 tested, 2.3% active; Potency, µM (series often up to 46.1 µM), for the others: at the highest dose activity change, negative = inhibition, hits mostly inhibitors; HEK293T ELG1-luciferase reporter, luminescence, 16 h; DNA damage induced by 5-fluorouridine; further: potency means the concentration at half of the fitted maximal effect; on the % scale 0 is the no-effect control and ±100 the full control effect; nearly all actives have a fitted effect of over 55% in size
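Luminescence from the luciferase reporter, measured 30 min after ONE-Glo reagent at room temperature, was the read-out. Beforehand, 2,000 cells per well were exposed for 16 hr at 37 °C to 5-fluorouridine together with compound or vehicle.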
VP16 counter: counter-screen for ROR gamma inhibitors: Gal4-VP16 reporter | Potency, µM (series often up to 53.6 µM), for the others: at the highest dose activity, negative = inhibition, hits mostly inhibitors | Drosophila S2 Gal4-VP16 UAS-luciferase, luminescence, 20 h | 310,000 tested, 3.5% active | AID 2546;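 further: Gal4-VP16 expression switched on by copper sulfate through the metallothionein promoter; potency means the concentration at half of the fitted maximal effect; on the % scale 0 is the no-effect control and ±100 the full control effect; nearly all actives have a fitted effect of over 50% in size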
* hit, by the source's call; ? = inconclusive; / = no result given; [ ] = remark or other dose. Unless noted, the call rests on the fitted dose curve; in most records, active means well fitted curve in the direction sought with a large enough effect; inconclusive means small, poorly fitted or top-dose-only effect, or another doubt; inactive means no such curve, though single readings can be large; an effect the other way counts as inactive or inconclusive.

SMILES	FLuc counter	ELG1 genotoxic	Rab9 prom act	NPC1 promoter act	p53 reactivator	Tb PFK inh	TRPV1 ag	BRCA1 expr act	RORg inh	ELG1 repair inh	VP16 counter
O=C(O)CSc1ncnc2c1sc1nc(-c3ccccc3)c3c(c12)CCC3	11µM*	4%	-1%	1%	-4%	0%	0	18%	-5%	8%	-5%
COc1cc(/C=N/NC(=O)COc2ccc(Cl)cc2)ccc1OS(=O)(=O)c1ccc(C)cc1	-4%	-10%	-4%	-5%	1%	3%	-2	-51%	-2%	?	1%
CCOC(=O)CNC(=O)N1CCCC(CCC(=O)NCc2ccc(F)c(F)c2)C1 (stereo not given)	2%	-1%	0%	-18%	-2%	-23%	-4	-1%	3%	-15%	1%
COc1ccccc1NC(=S)NCCc1ccc(OC)c(OC)c1	-2%	-6%	0%	3%	0%	6%	6	-18%	?	-3%	-13%
COc1ccc(C(=O)Nc2ccc(Br)cn2)cc1S(=O)(=O)N1CCOCC1	3%	-3%	-2%	-1%	-3%	0%	1	-41%	/	?	/
CCCOc1ccc(NC(=O)CC2Nc3ccccc3NC2=O)cc1 (stereo not given)	-1%	-5%	-29%	-3%	-2%	-2%	2	-4%	8%	-6%	-10%
COC(=O)c1ccccc1NC(=O)C1CC(=O)N(C2CCCCC2)C1 (stereo not given)	3%	1%	1%	0%	-10%	1%	-3	-5%	-24%	-5%	1%
Cc1cc(C)n2nc(-c3ccc(Cl)cc3)cc2n1	3.8µM*	15µM*	3.5µM*	4µM*	?	1%	-1	12%	3%	?	5%
O=C(CN1CCSCC1)N/N=C/c1cccc(Cl)c1	-8%	-1%	14%	1%	-5%	-2%	-2	-6%	-12%	11%	-5%
O=C(NCc1ccco1)C1(S(=O)(=O)c2ccccc2)CC=CC1	-5%	1%	-3%	-4%	11%	2%	-5	2%	0%	-1%	-9%
C=CCn1c2ccccc2c2nnc(SCc3ccc4nonc4c3)nc21	6%	-3%	-18%	-9%	-1%	-4%	13	-2%	-9%	8%	-4%
CC(=O)C1=C(O)C(=O)N(c2cc(C(C)(C)C)on2)C1c1ccc(Br)cc1 (stereo not given)	5%	-4%	23%	12%	-4%	-4%	0	-4%	43%	?	7%
Cc1ccn(C(=O)c2ccc(NC(=O)CC(C)C)cc2)n1	?	6%	-2%	-6%	-1%	3%	9	32%	-4%	13%	-6%[10 µM]
S=C(NCc1ccc(Cl)cc1)NC1CCCCC1	5%	-1%	0%	-2%	5%	-13%	?	4%	3.5µM*	3%	7.9µM*
O=C(N/N=C/c1cccnc1)c1ccc(S(=O)(=O)N2CCCCCC2)cc1	-3%	-2%	-3%	-3%	2%	2%	?	0%	-3%	4%	-2%
CCN(CC)C(=O)C1CCN(S(=O)(=O)c2c(C)noc2/C=C/c2cccc(C)c2)CC1	-1%	0%	-1%	-4%	/	5%	-3	-17%	25%	?	1%
O=[N+]([O-])c1cc(S(=O)(=O)Nc2cccc(C(F)(F)F)c2)ccc1-n1nnc2ccccc21	4%	-6%	1%	1%	3%	3%	5	-37%	?	-16%	2%
COc1cccc(CNC(=O)c2ccc(C)c(NC3=NC4CS(=O)(=O)CC4S3)c2)c1 (stereo not given)	-2%	6%	2%	-1%	/	3%	4	12%	-13%	4%	7%
CCOc1cc(/C=C(\C#N)c2nc3ccccc3[nH]2)ccc1OC(C)C(=O)O (stereo not given)	27µM*	0%	-5%[1.84 µM]	1%	11%	1%	0	-24%	13%	13%	0%
Cn1c(SCC(=O)N/N=C/c2ccc(O)c(O)c2)nc2ccccc21	-15%	4%	-15%	-12%	-2%	13%	6	-28%	-20%	-9%	1%
COc1ccc(Cn2nnc3c(=O)[nH]c(C(=O)NCCc4ccc(F)cc4)nc32)cc1OC	-9%	?	2%	-1%	-3%	-2%	1	2%	-1%	?	-13%
CC(C)CNC(=O)c1c(N)n(/N=C/c2cccnc2)c2nc3ccccc3nc12	1%	-1%	-7%	-2%	1%	-2%	-1	/	-5%	-3%	-4%
O=c1oc(/C=C/c2ccc([N+](=O)[O-])s2)nc2ccccc12	?	?	24%	?	/	1%	3	-29%	/	?	/
COCCCn1c(=O)c2ccccc2n(CC(=O)Nc2ccc3c(c2)OCCO3)c1=O	0%	-3%	-1%	0%	-2%	-3%	-5	-7%	-8%	0%	2%
Cc1ccc2c(-c3csc(N)n3)c[nH]c2c1	?	-2%	14%	16%	8%	-4%	2	/	9%	-14%	-1%
O=C(CSc1cn(CC(=O)N2CCCC2)c2ccccc12)NCC1CCCO1 (stereo not given)	-3%	3%	2%	-1%	-3%	-3%	-10	-1%	9%	7%	2%
COC(=O)Nc1ccc(NC(C)=O)cc1	-2%	2%	-4%	-4%	-1%	-6%	0	-2%	-21%	21%	3%
Cc1ccc(C(=O)c2ccc([N+](=O)[O-])cc2)c(C)c1	1%	-3%	0%	-1%	25%	1%	2	13%	16%	-2%	18%
Cc1nn(CCCC(=O)NCc2ccccc2)c(C)c1[N+](=O)[O-]	3%	0%	-8%	-3%	-6%	2%	0	-2%	12%[10 µM]	16%	?
Cc1cccc(-n2c(SCN3C(=O)c4ccccc4C3=O)nc3ccccc3c2=O)c1	-1%	4%	1%	-2%	-3%	2%	2	/	?	-13%	-5%
Cc1ccccc1C(=O)NNc1ccc([N+](=O)[O-])cc1	6%	/	/	/	/	/	0	5%	14%	/	-3%
COc1ccc(NC(=O)C2=Cc3cccc(OC)c3OC2)cc1	5.4µM*	?	2.5µM*	2.8µM*	2%	1%	2	?	-19%	?	-5%
CC1CCc2sc3ncn4nc(C(=O)NCc5ccco5)nc4c3c2C1 (stereo not given)	4%	-3%	-8%	0%	5%	-3%	-9	-2%	-23%	-5%	-1%
Cc1ccc(C2(C)NC(=O)N(CC(=O)Nc3cc(C)on3)C2=O)cc1 (stereo not given)	0%	0%	-1%	-1%	5%	1%	-4	-4%	-8%	20%	-6%
O=C(O)/C=C/C(=O)Nc1cccnc1	-1%	5%	-5%	2%	-2%	2%	5	5%	-8%	2%	?
CCOC(=O)C1C(=O)CC(C)(O)C(C(=O)OCC)C1c1ccc(NC(C)=O)cc1 (stereo not given)	5%	-5%	1%	-5%	0%	-5%	0	-4%	-2%	2%	-5%
Cc1ccc(-n2c(CC#N)n[nH]c2=S)c(C)c1	-3%	0%	-5%	0%	-2%	-6%	-2	-3%	-41%	-2%	-11%
O=C(CCCSc1nc2ccccc2[nH]1)Nc1nnc(C2CC2)s1	-4%	-4%	0%	-9%	-2%	1%	2	-2%	?	-6%	4%
Cc1ccc(OCC(=O)Nc2ccc(N3CCN(C(=O)c4ccco4)CC3)cc2)c(C)c1	1%	-30%	-13%	-2%	0%	-4%	5	-64%	24%	10µM*	1%
COc1ccc(C(=O)CCC(=O)O)c(C)c1	0%	-1%	-2%	1%	-1%	1%	1	-18%	9%	-1%	-1%
O=C(COC(=O)C(CO)NS(=O)(=O)c1ccc(Br)cc1)Nc1ccc2c(c1)OCCO2 (stereo not given)	/	0%	/	/	-2%	-4%	/	20%	/	0%	/
C[C@H](NC(=O)c1nc[nH]c1C(=O)N(C)Cc1ccccc1)C(=O)OC(C)(C)C	2%	5%	-4%	-2%	4%	17%	-2	-3%	/	8%	/
Cc1ccc(-n2c(C)cc(/C=C3/SC(=O)N(CC(=O)N4CCOCC4)C3=O)c2C)nc1	1.5µM*	?	?	?	5%	0%	-1	74%	21%	?	6%
COc1ccc(Br)cc1-c1noc(-c2ccccc2F)n1	3%	13%	17%	?	15%	-1%	1	-27%	1%	0%	0%
CCOC(=O)c1cccc(NC(=O)C2CCCN(S(=O)(=O)c3c(C)n[nH]c3C)C2)c1 (stereo not given)	-3%	0%	-1%	-1%	-7%	-1%	4	-6%	?	?	-1%
COc1ccccc1CNC(=O)CN(c1ccc(C)cc1)S(=O)(=O)c1c(C)nn(C)c1C	12%	-2%	2%	2%	-12%	1%	-2	-22%	-5%	-3%	-3%
COc1ccc(CC/C(=N\O)C2(O)CCCCC2)cc1	-4%	0%	0%	-4%	6%	-2%	-1	38%	2%	?	-8%

Whole records, looked up by structure. Values in the order: FLuc counter	ELG1 genotoxic	Rab9 prom act	NPC1 promoter act	p53 reactivator	Tb PFK inh	TRPV1 ag	BRCA1 expr act	RORg inh	ELG1 repair inh	VP16 counter
`COc1ccccc1CNC(=O)CN(c1ccc(C)cc1)S(=O)(=O)c1c(C)nn(C)c1C` is entered as 12%	-2%	2%	2%	-12%	1%	-2	-22%	-5%	-3%	-3%
`O=C(CCCSc1nc2ccccc2[nH]1)Nc1nnc(C2CC2)s1` is entered as -4%	-4%	0%	-9%	-2%	1%	2	-2%	?	-6%	4%
